# Fh CTSL1 inh: counter-screen for PFM18AAP inhibitors: inhibitors of F. hepatica cathepsin L1; recombinant F. hepatica cathepsin L1, Z-Leu-Arg-MCA fluorescence; inhibition, % at 5.96 µM; hit rate 0.49% among 300,000;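 active = inhibition above the mean of all tested compounds plus 3 SD, set per screening campaign, cut at about 17% in these data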;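 note: 0% = plate median of test compound wells and 100% = 1 µM Z-Phe-Ala-diazomethylketone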
# PP1 inh: counter-screen for PP5 inhibitors: inhibitors of human PP1-alpha. inhibition, % at 6.7 µM. P62136. purified PP1alpha, OMFP fluorescence. hit rate 0.9% among 320,000;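 active = inhibition above the mean inhibition of all tested compounds plus 3 SD, computed separately for each screening campaign, cut at about 15% in these data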
# Target sequence (P62136 whole entry, looked up): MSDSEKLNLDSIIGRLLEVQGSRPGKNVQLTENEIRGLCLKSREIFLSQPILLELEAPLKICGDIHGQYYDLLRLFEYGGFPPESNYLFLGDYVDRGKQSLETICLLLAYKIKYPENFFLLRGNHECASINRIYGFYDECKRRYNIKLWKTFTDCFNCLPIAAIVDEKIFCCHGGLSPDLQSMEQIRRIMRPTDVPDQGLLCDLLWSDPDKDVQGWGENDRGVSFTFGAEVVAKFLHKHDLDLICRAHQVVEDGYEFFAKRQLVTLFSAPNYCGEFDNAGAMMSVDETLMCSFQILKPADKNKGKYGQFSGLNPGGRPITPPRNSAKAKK
# JMJD2C inh: blocks human GASC-1 demethylase activity | Q9H3R0 | GST-JMJD2C(1-420) H3K9me3 demethylation, DELFIA europium | inhibition, % at 2.35 µM | hit rate 0.069% among 330,000;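 active = more than half of a compound's replicate wells show inhibition beyond 50%, single wells judged on their own value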;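 note: signal counts dimethyl H3K9 product captured on neutravidin plate; 0% = median of DMSO wells and 100% = 0.3 times that DMSO median; strong numbers were not always called active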
# Target sequence (Q9H3R0 1-420 limits assumed): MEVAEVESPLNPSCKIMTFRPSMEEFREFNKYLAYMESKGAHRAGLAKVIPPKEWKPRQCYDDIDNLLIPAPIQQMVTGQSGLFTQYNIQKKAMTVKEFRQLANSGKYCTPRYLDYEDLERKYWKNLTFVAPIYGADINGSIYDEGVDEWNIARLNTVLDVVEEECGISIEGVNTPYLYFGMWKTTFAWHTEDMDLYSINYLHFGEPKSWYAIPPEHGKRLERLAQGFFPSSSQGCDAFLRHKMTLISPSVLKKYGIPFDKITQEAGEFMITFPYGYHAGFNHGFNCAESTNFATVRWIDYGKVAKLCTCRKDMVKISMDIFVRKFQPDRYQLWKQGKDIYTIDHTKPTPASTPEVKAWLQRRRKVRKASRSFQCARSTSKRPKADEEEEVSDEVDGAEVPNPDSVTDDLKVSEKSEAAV
# core dimer inh: blocks dimerization of HCV core protein. TR-FRET GST/Flag-core106 dimerization, 1536-well. inhibition, % at 5 µM. hit rate 0.33% among 300,000;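 active = inhibition above the mean of all tested compounds plus 3 SD, set per screening campaign, cut at about 45% in these data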
#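 System: GST/Flag-tagged HCV core106 proteins. Incubation: compound-protein-antibody incubation 4 h at 22.5 °C. Technique: HTRF with 340 nm excitation, 617/671 nm emission. Medium: KF-containing HEPES buffer, pH 7.45, DTT, CHAPS, BSA. Read-out: inhibition (%) from 671 over 617 nm ratio. Also added: Eu(K)-anti-GST 90 ng/mL plus XL665-anti-Flag 1 µg/mL.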
# PP5 inh: blocks human protein phosphatase 5 activity; inhibition, % at 6.7 µM; purified PP5c, OMFP substrate fluorescence; hit rate 0.18% among 320,000; AID 1987; P53041;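 active = inhibition above the campaign's mean inhibition across all tested compounds plus 3 SD, cut at about 9.5% in these data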;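 note: 0% = DMSO only and 100% = 100 µM cantharidin control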
# proCasp7 act: counter-screen for procaspase-3 activators: activators of human procaspase-7 | recombinant procaspase-7, Ac-DEVD-pNA absorbance 405 nm; D23A/D198A/D206A triple mutant, cannot self-cleave; scale: DMSO 0, 5 µM enzyme 100 | activation, % at 8.5 µM | hit rate 0.093% among 330,000;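 active = percent activation above the screen-wide mean plus 3 SD, cut at about 25% in these data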
#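 signal = Epi-absorbance of released pNA at 405 nm, two timepoints | assay system = Uncleavable procaspase-7 mutant enzyme | reagent = Ac-DEVD-pNA substrate, 400 µM as added | times = 1 h enzyme–compound preincubation and 2 h substrate reaction, both 25 °C | benchmarks = low DMSO alone, high DMSO plus 5 µM PC-7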
# Efflux pump inh: inhibitors of Candida antifungal efflux pumps expressed in yeast | inhibition, % at 10 µM | AID 485275 | hit rate 0.44% among 330,000 | S. cerevisiae Candida pump triplex, Nile Red efflux;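 active = plate passing quality check with inhibition over a set limit, or well fluorescence over plate mean plus 4 SD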;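 note: Nile Red retained in pooled yeast measured as flow cytometry median fluorescence; 0% = buffer negative control and 100% = Enniatin B positive control; higher means more Nile Red kept so more efflux inhibition; some compounds called inactive have numbers as strong as hits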
# TPT1 inhibitor: C. albicans TPT1 enzyme inhibition. recombinant caTPT1, FP RNA substrate dephosphorylation. hit rate 0.81% among 300,000. inhibition, % at 5 µM;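 active = inhibition above the mean of all tested compounds plus 3 SD, set per screening campaign, cut at about 24% in these data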;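 note: plate controls were DMSO alone for no effect and ferristatin control at 100 nM for full effect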
# proCasp3 act: activates human procaspase-3; P42574; recombinant procaspase-3 D3A, Ac-DEVD-pNA absorbance 405 nm; activation, % at 8.5 µM; hit rate 0.11% among 330,000; AID 463141;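 active = activation above the mean of all tested compounds plus 3 SD, cut at about 21% in these data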;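 note: 0% = DMSO alone and 100% = DMSO wells spiked with extra 5 µM PC-3 D3A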
#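 Assay system: Procaspase-3 D3A mutant, all three cleavage aspartates alanine. Buffer or medium: Zinc-free HEPES saline buffer with Triton X-100. Times: 1 h compound preincubation, 2 h substrate hydrolysis at 25 °C. Measured by: 405 nm absorbance of p-nitroaniline, reads at 0 and 120 min. Read-out basis: percent activation relative to control range. Replicates: singlicate.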
# * marks the source's active call; other numbers are inactive results; / = no result given.
SMILES,Fh CTSL1 inh,PP1 inh,JMJD2C inh,core dimer inh,PP5 inh,proCasp7 act,Efflux pump inh,TPT1 inhibitor,proCasp3 act
O=C(Cc1ccc(Br)cc1)OCC(=O)c1ccc2c(c1)OCCO2,0,4,-5,-4,-3.8,-13,-0.1,0,-4
CN(CC(=O)NCc1ccccc1)S(=O)(=O)c1cnc[nH]1,0,-4,-2,-4,-2.0,1,0.0,2,2
CC(=O)Nc1ccc(S(=O)(=O)NC2(C(F)(F)F)C(=O)Nc3c2c(=O)[nH]c(=O)n3Cc2ccccc2)cc1 (stereo not given),2,-3,1,0,-0.6,5,0.1,-5,10
Cc1ccc(C)c(NC(NC(=O)c2ccccn2)C(Cl)(Cl)Cl)c1 (stereo not given),-2,5,-3,-4,5.3,7,-0.1,-2,5
CCOc1ccc(NC(=O)C2CCCN(c3cnccn3)C2)cc1 (stereo not given),-1,-3,-8,-12,2.2,-2,-0.1,0,3
O=C(OCc1c(-c2ccccc2)ncc2ccccc12)c1cccc(Br)c1,/,-2,5,/,0.5,-5,-0.2,/,0
O=C(O)c1ccc(CSc2nnc(-c3ccccc3Cl)n2-c2ccccc2)cc1,6,-3,-9,3,-0.2,1,-0.1,-3,5
COc1cccc(NC(=O)Nc2ccccc2Br)c1,-5,0,-13,-3,2.4,5,0.1,5,9
Cc1cc(=O)nc2c3ccccc3n(C(C)C(=O)Nc3c(F)c(F)c(F)c(F)c3F)n12 (stereo not given),-9,-1,-10,-2,1.7,3,-0.1,5,-1
O=C(CCOc1ccccc1)NNC(=O)c1ccccc1,/,/,-3,/,/,-3,0.1,/,-7
COc1ccc(Nc2nc(NCc3ccco3)nc(N/N=C/c3ccc(O)cc3)n2)cc1,3,2,11,10,1.2,6,-0.5,-1,0
CCn1c(O)c(N=NC(=O)Cc2csc(N3CCOCC3)n2)c2ccccc21,3,4,8,-3,-0.7,-6,0.2,3,-4
O=C(c1ccco1)N1CCN=C1SCc1cccc(Cl)c1,-4,-5,0,3,2.1,-2,0.3,-3,-4
CCc1ccc(CN2CCC(Oc3ccc(C(=O)NCc4ccccn4)cc3)CC2)o1,3,-3,-9,-3,-2.5,-17,0.1,0,-9
CC(C)c1ccc(Nc2ncccc2C(=O)O)cc1,8,-3,-10,-2,0.4,-1,0.0,-2,8
COC(=O)C(C)n1cnc2c(nnn2-c2ccc(F)cc2)c1=O (stereo not given),0,-2,-12,-1,2.7,-5,0.1,-1,5
C[C@H]1C=C(C(=O)N2CCN(Cc3ccc4c(c3)OCO4)CC2)O[C@@H](OCc2ccc(CO)cc2)C1,-3,1,6,-7,0.5,-8,-0.1,-6,-5
O=C(c1cc2cc([N+](=O)[O-])ccc2oc1=O)N1CCN(c2ncccn2)CC1,8,6,6,-2,5.2,-11,-0.1,1,2
CN1OC(COC(=O)c2ccccc2)CC1c1ccccc1 (stereo not given),0,3,1,3,0.7,2,-0.1,5,-5
COc1ccc(/C=N/NC(=O)CNc2c(Br)cc(C)cc2Br)c(C(=O)O)c1OC,-1,1,6,8,-1.4,-9,-0.1,1,-6
O=C(Nc1ccccc1)C1CCCN1S(=O)(=O)c1ccc(Br)cc1 (stereo not given),-1,0,3,4,0.2,-6,0.1,-1,10
NS(=O)(=O)c1ccc(CCNC(=O)NC23CC4CC(CC(C4)C2)C3)cc1,-3,-1,5,-1,1.2,-3,0.0,0,-7
CNS(=O)(=O)c1cccc(C(=O)OCC(=O)Nc2ccc(Cl)cn2)c1,-5,0,4,-2,-1.6,12,0.1,2,6
COc1cccc(N2CCN(C(=S)Nc3cc(C)cc(C)c3)CC2)c1,-2,1,-3,5,1.6,4,0.2,1,-2
COc1ccc(C(C(=O)Nc2ccc3c(c2)OCO3)N(C)C(=O)Cc2c[nH]c3ccccc23)cc1 (stereo not given),-12,-1,-1,2,0.4,-9,-0.4,-2,-6

# (more compounds)
SMILES,Fh CTSL1 inh,PP1 inh,JMJD2C inh,core dimer inh,PP5 inh,proCasp7 act,Efflux pump inh,TPT1 inhibitor,proCasp3 act
COc1cc(C(=O)NC(=S)Nc2ccc(NC(=O)c3ccco3)cc2)cc(OC)c1OC,2,-3,-4,1,1.9,8,0.3,-4,-2
COC(=O)c1ccc(/C=C(\C#N)C(=O)NC(C)c2ccccc2)cc1 (stereo not given),2,1,-4,0,3.7,2,-0.1,-1,-4
Cc1ccc(C(=O)COC(=O)CNC(=O)Cc2ccccc2)cc1,-27,-2,-8,-3,-3.0,-5,0.0,-2,-9
CCn1c(N)c(C(=O)Nc2ccccc2C(=O)OC)sc1=S,4,1,-8,0,3.7,-23,0.0,3,-25
O=C1c2ccccc2C(=O)N1CCc1nc(-c2ccccn2)no1,-5,-2,4,-5,2.3,13,-0.1,-2,-3
Cc1ccc(-n2cccc2/C=N/n2cnnc2)cc1Cl,9,2,-14,8,2.0,5,0.0,0,6
CCOC(=O)c1cn2nc(Oc3cccc(F)c3)ccc2n1,0,-4,-20,0,2.1,2,-0.1,0,9
COc1ccccc1C1NC=C([N+](=O)[O-])C=C1[N+](=O)[O-] (stereo not given),3,8,-4,32,3.5,-5,-0.1,19,-6
Nc1c(N(CCC2=CCCCC2)C(=O)c2ccco2)c(=O)[nH]c(=O)n1Cc1ccccc1,4,4,6,-3,0.6,-11,-0.1,2,3
Clc1ccc(CSc2nnc([C@@H]3CCCN3)o2)cc1,-6,2,-9,-6,-0.8,-5,-0.2,-48,1
O=C(Cc1cccs1)Nc1cc(SCCO)cc([N+](=O)[O-])c1,0,1,2,-7,1.2,11,-0.1,-5,-7
Cc1ccc(O)c(C(CC(=O)NCc2cccnc2)c2ccccc2)c1 (stereo not given),2,-1,13,2,-1.2,8,-0.1,1,5
Nc1nonc1NN=C1CCCCC1,-3,-2,4,-5,0.8,14,-0.1,-1,1
O=C(OCn1nnc2ccccc2c1=O)c1cccs1,-23,1,-4,0,-0.1,2,0.1,-2,2
Cc1ccc(NC(=S)N(CCN2CCCCC2)Cc2ccco2)cc1Cl,1,4,4,-1,3.0,-3,0.0,-1,-5
O=C(CCCSc1nc2ccccc2[nH]1)NCc1ccc(Cl)cc1,-4,-1,31,-1,0.9,-5,-0.1,-3,6
Cc1sc2nc(CSc3ccccc3)nc(N3CCN(C)CC3)c2c1C,0,2,1,-5,1.1,-1,0.0,2,4
CC(CN1CCCCC1)NC(=O)c1cccs1 (stereo not given),1,-4,7,0,2.2,-1,0.0,0,-5
COc1ccc(CNC(=O)[C@H](Cc2c[nH]c3ccccc23)NC(=O)[C@@H]2Cc3ccccc3CN2)cc1,-5,0,-8,-7,-0.4,-8,0.1,-4,-8
Cc1ccc2nc(C)c(C(=O)O)cc2c1,-1,1,8,2,-0.3,-14,0.0,-2,-9
CCOc1cc(NC(=O)C2CC2)c(OCC)cc1NC(=O)c1ccccc1OCC,4,-1,-6,7,1.1,1,-0.2,-3,5
COc1ccccc1OCCNC(=O)c1cc(=O)[nH]c2ccccc12,7,-2,-6,-1,0.3,5,-0.3,-3,5
O=c1cc(O)c2sc3nc(-c4cccnc4)cc(C(F)(F)F)c3c2[nH]1,0,18*,-1,15,2.8,7,-0.5,32*,-6
c1cncc(-c2noc(C34CC5CC(CC(C5)C3)C4)n2)c1,-1,1,11,1,2.4,-2,0.0,3,11
O=C(c1n[nH]c2ccccc12)N1CCCCC1,-2,0,-3,-3,2.3,-4,0.2,-2,2
Cc1cccc(N(CC(=O)NC2CCCC2)C(=O)c2nsc(Cl)c2Cl)c1C,-1,-2,-5,4,2.3,0,-0.1,1,-4
CCN1C(=O)CC(N2CCN(c3ccc(Cl)cc3)CC2)C1=O (stereo not given),-2,0,3,-4,0.8,13,0.0,-4,-2
N#C/C=C/N1CCC(Cc2ccccc2)CC1,2,0,-8,-14,2.8,6,-0.1,-3,0
Cc1ccc(C)c(NC(=O)CCn2cnnn2)c1,14,-2,14,-8,-3.2,5,-0.1,-2,5

# Screens as filed in PubChem.
